Insulin prom inh: TRM-6 insulin promoter activity inhibition. actives 0.9% (n = 130,000). TRM-6 cells (human fetal islet line), insulin promoter-eGFP reporter, imaging; reporter expression induced with tamoxifen. AID 1273. inhibition, % at 2 µM;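 active means inhibition above the mean plus 3 SD, with well images judged a real hit on visual review, cut at about 60% in these data, passing the limit was not always enough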
SDO1 yeast rescue: compounds rescuing growth of sdo1-depleted yeast, bone marrow failure model. S. cerevisiae sdo1-depleted JHY4D growth rescue, OD600 30 h; active compounds read high; pdr5 snq2 efflux-pump mutant strain. z-score at 10 µM. actives 0.21% (n = 140,000). AID 817;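 active means z-score above 3 at both the 24 hr and the 30 hr optical density reads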;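 further: z-score against mean and SD of all compound wells on the same plate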
SDO1 yeast rescue Rescue 24 h: also measured in SDO1 yeast rescue; calls as there; z-score; S. cerevisiae sdo1-depleted JHY4D growth rescue, OD600; measured here: growth rescue at 24 h;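 0 is the plate mean of compound wells and units are plate SD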
Numbers without * were called inactive; nt = not tested or not shown; & = joins results of further samples. Not all compounds are listed (hit frequency here may not be typical).

Every second line gives: Insulin prom inh, SDO1 yeast rescue, SDO1 yeast rescue Rescue 24 h
1	COc1ccc(C(=O)CSc2nc(SC)ns2)cc1OC
    47, -0.63, -0.64
2	COC(=O)c1ccc(C(=O)OC)c(NC(=O)CCC(=O)O)c1
    -71, 1.2, 1.5
3	O=C(CN1CCOCC1)N1CCN(C(=O)CN2CCOCC2)CC1
    27, nt, nt
4	C(=C\c1ccco1)/C=N/n1cnnc1
    7, 1.5, 0.98
5	Cc1ccc(-c2nn(-c3ccccc3)cc2NC(=O)c2ccccc2)cc1
    7, -0.66, -0.4
6	COc1ccc(OC(=O)c2cccc(S(=O)(=O)N3CCCC3)c2)cc1
    67, -0.21, -0.14
7	CCOc1ccc(NC(=O)N(CCC(C)C)C2CCN(C(C)=O)CC2)cc1
    -13, 1.1, 0.63
8	CC1CC1C(=O)OCc1cc(=O)n2cc(Br)ccc2n1 (stereo unspecified)
    nt, -0.08, -0.68
9	CC(C)CCn1c(=O)c2ccccc2c2ccccc2c1=O
    -19, -0.56, -0.93
10	O=C(Cn1c(C2CC2)nc2ccccc2c1=O)Nc1ccc(Br)cc1
    nt, -1.5, -0.76
11	COc1cccc(/C=C(/CC(=O)Nc2ccc(N3CCOCC3)cc2)c2nc3ccccc3s2)c1
    -37, -0.77, -0.27
12	O=C1CCCN1CCCNC(=S)Nc1ccc(Br)cc1Cl
    24, nt, nt
13	Cc1ccc(C)c(S(=O)(=O)N2CCN(CC(=O)N3CCc4ccccc4C3)CC2)c1
    17, 0.74, 1.2
14	Cc1ccccc1-c1nnc(SCc2ccccc2)o1
    5, -1.1, -1.4
15	COC(=O)Cc1c[nH]c2ccc(OCC(O)CNC(C)C)cc12 (stereo unspecified)
    nt, 0.14, -0.13
16	FC(F)(F)c1nnc(-c2ccccc2)nc1N1CCOCC1
    0, 0.71, -0.34
17	COc1ccc(CN(C2CCCC2)S(=O)(=O)c2ccc(-n3cnnn3)cc2)cc1OC
    53, -0.68, -0.76
18	COc1ccc(-n2c(CNC(=O)COc3ccccc3)n[nH]c2=S)cc1
    -19, nt, nt
19	O=C(Oc1cccc(/C=N/Nc2nc(N3CCOCC3)nc(N3CCOCC3)n2)c1)c1ccco1
    nt, 0.53, -0.04
20	O=C(O)CC1=C(O)C(=O)N(c2ccccc2)C1c1ccc(Cl)cc1 (stereo unspecified)
    -28, 1.1, 0.8
21	Cc1ccccc1NC(=O)Cn1cnc2c1c(=O)n(C)c(=O)n2C
    -5, 0.03, 0.03
22	Clc1ccc(Oc2cnc3ccccc3n2)cc1
    0, -0.6, -0.39
23	Cc1cc(C(=O)OCC(=O)NCCCN2CCCC2=O)c2ccccc2n1
    12, -0.48, -0.97
24	COc1ccc(CNC(=S)Nc2ccc(-c3ccccc3)cc2)cc1
    0, nt, nt
25	O=C(CNC(=O)c1ccco1)OCC(=O)c1ccc2ccccc2c1
    -21, -0.29&1.3, -0.64&1.1
26	CCCc1cc(Nc2cccc(OCC)c2)n2ncnc2n1
    -21, -0.61, -0.16
27	Cc1ccc(S(=O)(=O)N(C)c2ccc(C(=O)N3CCN(Cc4ccc5c(c4)OCO5)CC3)cc2)cc1
    -38, -0.45, -0.56
28	COc1cccc(CN(Cc2cccnc2)S(=O)(=O)c2ccc(-n3cnnn3)c(C)c2)c1
    nt, -0.73, -1.1
29	O=C(CCOc1ccccc1)Nc1ccccc1
    -24, -0.18, 0
30	COc1c(C)cc(Br)cc1C(=O)NCc1cccnc1
    -107, -0.1, -0.54

Record cards, from the list above:
COC(=O)Cc1c[nH]c2ccc(OCC(O)CNC(C)C)cc12 (stereo unspecified) reads Insulin prom inh: nt; SDO1 yeast rescue: 0.14; SDO1 yeast rescue Rescue 24 h: -0.13
O=C(Oc1cccc(/C=N/Nc2nc(N3CCOCC3)nc(N3CCOCC3)n2)c1)c1ccco1 reads Insulin prom inh: nt; SDO1 yeast rescue: 0.53; SDO1 yeast rescue Rescue 24 h: -0.04

The list continues:
Every second line gives: Insulin prom inh, SDO1 yeast rescue, SDO1 yeast rescue Rescue 24 h
31	CCN(Cc1ccccc1)S(=O)(=O)c1cc(C(=O)NCCCN(C)C)ccc1OC
    47, nt, nt
32	C=CCn1c(SCC(=O)Nc2cc(C)cc(C)c2)nnc1-c1cnccn1
    50, -0.87, -0.8
33	CC1CCC(NC(=O)C2(C)CCC(=O)N2Cc2cccnc2)CC1 (stereo unspecified)
    nt, -0.01, -0.36
34	O=C1CC(c2cccc(F)c2)SC(N(c2ccccc2)c2ccccc2)=N1 (stereo unspecified)
    27, -0.32, -0.02
35	O=C(CSc1ccsc1[N+](=O)[O-])N1CCCCCC1
    -15, nt, nt
36	COc1cccc(C2(O)CCN(C(=O)Cc3cccnc3)CC2)c1
    -40, 1.1, -0.33
37	CSc1ncc(F)c(N(CCO)CCO)n1
    -156, 0.11, -0.2
38	Cc1cccc(OCCCCc2c(C)n[nH]c2C)c1C
    0, -2.1, -0.88
39	CC(=O)c1cccc(N2C(=O)C3C4CCC(C4=C(C)C)C3C2=O)c1 (stereo unspecified)
    38, -0.65, -1.4
40	CCOC(=O)c1cnc(SCC(=O)Nc2ccc(NC(=O)CC)c(OC)c2)nc1N
    7, 1.6, 0.59
41	Cc1cc(=O)oc(C)c1C(=O)Nc1cccc2nonc12
    7, 0.17, -0.09
42	O=C(CN1CCN(C(=O)c2ccco2)CC1)Nc1ccc2c(c1)OCCO2
    nt, 1.6, -0.13
43	COc1cccc(/C=N/Nc2nccnc2Cl)c1O
    0, nt, nt
44	S=C(Nc1cccc(Cl)c1Cl)N1CCC2(CC1)OCCO2
    44, nt, nt
45	O=C(NCC1c2ccccc2CCN1C(=O)CN1C(=O)c2ccccc2C1=O)C1CCCCC1 (stereo unspecified)
    23, 0.76, 0.73
46	CC1CCCCN1C(=O)N[C@@H](Cc1ccccc1)C(=O)O (stereo partly specified)
    0, -0.14, -0.42
47	COc1ccc(Nc2ncccc2C(=O)Nc2ccccc2)cc1
    50, -0.51, 0.13
48	CC1Cc2ccccc2N1C(=O)c1ccc(N2CCCC2)c([N+](=O)[O-])c1 (stereo unspecified)
    nt, -1.1, -0.94
49	Cc1ccc2nc(NC(=O)CSc3nnc(C)c(=O)n3N)sc2c1
    25, 0.57, 0.63
50	CCCCc1cc(=O)oc2cc(C)c(CN3CCCC3)c(O)c12
    -203, -0.3, -0.22
51	CCc1ccc(C(C)NC(=O)c2cc(C)oc2C)cc1 (stereo unspecified)
    38, -1, -0.89
52	O=C(OCc1cccc(F)c1)c1ccc2c(c1)-c1ccccc1C2=O
    nt, 0.2, 0.54
53	Cc1nnc(SCC(=O)N2CC(=O)Nc3ccccc32)n1C
    -9, 1.3, 1.4
54	CCOC(=O)C(C)n1cnc2c(nnn2-c2ccc(C)cc2)c1=O (stereo unspecified)
    nt, 0.34, 0.46
55	COC(=O)N/N=C/c1cn(Cc2c(Cl)cccc2Cl)c2ccccc12
    nt, -1.7, -1.9
56	CCOc1ccc(OCCC(=O)Nc2ccc(F)cc2C)cc1
    7, nt, nt
57	O=C(Nc1nc(-c2ccc(Cl)cc2Cl)cs1)c1ccc(OCC2CCCO2)cc1 (stereo unspecified)
    10, -0.08, -0.08
58	O=S(=O)(NCCSCc1ccc(Cl)c(Cl)c1)c1ccc2c(c1)OCCO2
    22, nt, nt
59	O=C(NCc1ccccn1)c1ccc(Cn2c(=S)[nH]c3ccccc3c2=O)cc1
    -62, nt, nt
60	CC1CCC(NC(=O)c2cnccn2)CC1 (stereo unspecified)
    7, 0.73, 0.02

Part of the list above in another layout:
55. COC(=O)N/N=C/c1cn(Cc2c(Cl)cccc2Cl)c2ccccc12
56. CCOc1ccc(OCCC(=O)Nc2ccc(F)cc2C)cc1
57. O=C(Nc1nc(-c2ccc(Cl)cc2Cl)cs1)c1ccc(OCC2CCCO2)cc1 (stereo unspecified)
58. O=S(=O)(NCCSCc1ccc(Cl)c(Cl)c1)c1ccc2c(c1)OCCO2
59. O=C(NCc1ccccn1)c1ccc(Cn2c(=S)[nH]c3ccccc3c2=O)cc1

assay / entry	55	56	57	58	59
Insulin prom inh	nt	7	10	22	-62
SDO1 yeast rescue	-1.7	nt	-0.08	nt	nt
SDO1 yeast rescue Rescue 24 h	-1.9	nt	-0.08	nt	nt

(list continues)
Every second line gives: Insulin prom inh, SDO1 yeast rescue, SDO1 yeast rescue Rescue 24 h
61	CCCn1nc(NC(=O)c2ccncc2)c2cc3ccccc3nc21
    31, -0.57, -0.58
62	COc1ccc(NS(=O)(=O)c2ccc(NC(=S)NC(=O)c3ccc(Br)cc3)cc2)nn1
    22, 0.63, 1.2
63	Cc1cccc(Nc2nc(N)nc(CC(=O)CSc3ccc(Cl)cc3)n2)c1
    nt, 0.44, 0.17
64	CCn1nnc(NC(=O)C(C)Oc2ccc(Cl)cc2Cl)n1 (stereo unspecified)
    12, 0.45, 0.51
65	Cc1ccc(/C=C/C(=O)N2CCN(c3ccc(F)cc3)CC2)o1
    13, -0.79, -1
66	COc1ccc(N2CCN(S(=O)(=O)c3ccc(Cl)c(C(F)(F)F)c3)CC2)cc1
    27, -0.63, 0.31
67	CC(OC(=O)CNC(=O)c1ccccc1F)C(=O)Nc1nc(-c2ccccc2)cs1 (stereo unspecified)
    53, 0.05, -0.26
68	CCOC(=O)CN1C(=O)N[C@@H](c2ccccc2)C(C(=O)OC)=C1C
    10, 0.14, -0.25
69	CC(=O)Nc1c(C)ccc(CNC(=O)COc2cc(C)ccc2C)c1C
    -92, 1.8, 1.2
70	CCc1c(C)c2c(C)nn(-c3ccccc3)c2[nH]c1=O
    -22, 0.42, -0.19
71	COc1ccc(C)cc1NS(=O)(=O)c1ccc(NC(=O)CN(c2cc([N+](=O)[O-])ccc2C)S(C)(=O)=O)cc1
    12, 1.2, 1.2
72	c1ccc2c(NC3=NCCCCS3)cccc2c1
    -21, -0.49, -0.04
73	Cc1ccc(N(CC(=O)N2CCCCC2)S(=O)(=O)c2ccc(C)cc2)cc1
    6, nt, nt
74	Cc1ccc(/C=N/NC(=O)C2(C)CC2(Br)Br)cc1 (stereo unspecified)
    57, nt, nt
75	COc1cc(OC)c(NS(=O)(=O)c2cc(C(=O)OCC(=O)NCC3CCCO3)ccc2OC)cc1Cl (stereo unspecified)
    -22, nt, nt
76	CC(C)CCn1cnc2c(c1=O)c1nc3ccccc3nc1n2Cc1ccc2c(c1)OCO2
    nt, -0.66, 1.2
77	Brc1ccc(-c2ncc(-c3ccccc3)cn2)cc1
    25, -0.19, -0.12
78	O=c1c2ccccc2nc(N2CCN(c3ccccc3)CC2)n1Cc1ccccc1
    nt, -0.02, 0.42
79	O=C(N/N=C/C=C/c1ccccc1)c1cccs1
    -3, nt, nt
80	Cc1ccc(S(=O)(=O)/N=c2\ccc(Cl)cn2C(F)F)cc1
    6, nt, nt
81	Cc1c(S(=O)(=O)N2CCN(C(=O)c3ccco3)CC2)c(=O)n(C)c(=O)n1C
    nt, 0.48, 0.57
82	O=c1c(/C=N/O)c(Nc2ccccc2)nc2ccccn12
    nt, 0.5, 0.92
83	CNC(=O)c1cc2cc(Cl)cc(OC)c2oc1=O
    10, nt, nt
84	CCOC(=O)Cc1csc(NC(=O)c2ccc(OC)c(OC)c2)n1
    -7, 0.92, 0.19
85	C[C@@H](C(=O)NCc1ccc(S(C)(=O)=O)cc1)[C@H]1C[C@]1(C)[C@H](NC(=O)OCc1ccccc1)c1ccccc1
    -27, -1.1, -1.1
86	O=C(c1coc2ccc(O)c(CN3CCOCC3)c12)C1CC1
    50, 1.1, 0.45
87	CCNc1nc(NC(C)C)nc(NS(=O)(=O)c2ccc(N)cc2)n1
    12, -0.85, -1.2
88	O=C(COC(=O)C1CC(=O)N(C2CCCCC2)C1)c1ccc(F)cc1 (stereo unspecified)
    nt, 0.35, -0.25
89	N#Cc1c2c(c(=S)n(-c3ccccc3)c1N)CCCC2
    -273, 0.47, 0.06
90	O=C(CCN(CCO)Cc1ccccc1)Nc1ccc(Br)cc1
    nt, 1.1, 0.98
91	CC(=O)C1=C(C)NC(SCC(=O)Nc2nc3ccccc3s2)=C(C#N)C1c1ccc(Cl)cc1 (stereo unspecified)
    nt, -0.24, -0.52
92	O=C(COC(=O)CCSc1ccc(Cl)cc1)Nc1ccc(F)cc1
    -45, -0.23, -0.21
93	O=C(NCc1ccc(F)cc1)c1cnc2n(c1=O)CCS2
    nt, 0.53, 0.99
94	O=C(NCCCN1CCOCC1)c1cc2cc(Cl)cc(Cl)c2oc1=O
    -3, nt, nt
95	Cc1ccc(/C=N/NS(=O)(=O)c2ccccc2)o1
    17, 0.56, 1.2
96	COc1cc(C)ccc1OCCOc1ccccc1Cl
    nt, -0.73, -0.49
97	CCc1ccc(C2=NN(CCC(=O)NC(C)CCc3ccccc3)C(=O)CC2)cc1 (stereo unspecified)
    -107, nt, nt
98	COc1ccc(CCN(C(=O)c2cccc(F)c2)C2CC(=O)N(c3ccccc3)C2=O)cc1 (stereo unspecified)
    -29, -0.51, -0.79
99	O=C(CCCc1nc2ccccc2s1)NCc1ccccc1F
    7, -0.75, -1
100	Cc1noc(C)c1CSc1nc2sc3c(c2c(=O)n1C)CCCC3
    3, -1.6, -0.06
101	O=C(/C=C/c1ccccc1)N/C(=C/c1ccccc1)C(=O)Nc1ccccc1O
    nt, -0.63, -0.49
102	CC(C)OC(=O)c1cc(C(=O)c2cc(Cl)ccc2O)coc1=N
    -20, nt, nt
103	COc1ccc(NC(=O)c2ccc3ccccc3c2)cc1NS(=O)(=O)c1ccc(F)cc1
    34, -0.68, 0
104	CCOC(=O)c1cc(C(=O)OCC)c(=O)[nH]c1C
    25, 0.84, 0.55

Assay outcomes (PubChem BioAssay)
